# MIN6 prolif – induces beta-cell replication in MIN6 cells. MIN6 cells proliferation, ATPlite luminescence, 48 h; cells starved in 0.2% serum; 100% = growth in 10% serum. proliferation, % at 10 µM. 330,000 compounds, 0.29% hits. AID 2380;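 active = compounds whose signal lies at least 3.5 SD above the mean of all wells on their plate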;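 also: 0% = DMSO-treated cells in low-serum medium and 100% = 10% serum control; some compounds called inactive have numbers as strong as hits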
# SENP8 block-1 – SENP8 (human) protease inhibition; AID 602440; inhibition, % at 20 µM; 360,000 compounds, 0.64% hits; Q96LD8; recombinant SENP8, Nedd8 substrate fluorescence; in the data active = inhibition mostly above about 40%, no sharp cut-off; inactive = mostly below about 27%
# Target sequence (Q96LD8 whole entry, looked up): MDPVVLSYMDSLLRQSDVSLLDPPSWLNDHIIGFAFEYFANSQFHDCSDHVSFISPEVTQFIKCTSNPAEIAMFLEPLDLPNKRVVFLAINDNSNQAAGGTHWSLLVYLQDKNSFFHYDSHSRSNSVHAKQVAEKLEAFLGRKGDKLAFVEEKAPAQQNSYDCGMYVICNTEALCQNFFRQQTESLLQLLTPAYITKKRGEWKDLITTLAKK
# SENP1 FRET inh – inhibitors of human SENP1 SUMO protease catalytic domain; recombinant SENP1 catalytic domain, CyPet-SUMO1-YPet FRET cleavage; inhibition, % at 10 µM; 360,000 compounds, 0.21% hits;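 active = inhibition at least 30% at 10 µM, raw YFP signal under a set limit, fluorescence ratio 0.5 to 1.5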;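 also: 0% = enzyme with DMSO and 100% = no enzyme wells; some results filed as inactive read as strong as hits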
# Target sequence (Q9P0U3 419-644 limits assumed): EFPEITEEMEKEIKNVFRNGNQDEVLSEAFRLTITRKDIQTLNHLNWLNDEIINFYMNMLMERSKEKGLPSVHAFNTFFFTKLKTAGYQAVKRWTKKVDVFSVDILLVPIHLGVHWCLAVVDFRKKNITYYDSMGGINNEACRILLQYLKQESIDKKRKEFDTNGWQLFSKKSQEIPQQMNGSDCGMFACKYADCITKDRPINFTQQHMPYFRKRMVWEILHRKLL
#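 System: Recombinant human SENP1 catalytic domain, His6-tagged | Incubation: Enzyme reaction for 50 min at room temperature, dark | Medium: Tris pH 8 with BME, BSA, NP40 and catalase | Also added: 25 nM SUMO1 FRET substrate | Compound: 10 µM single point, 0.5% DMSO | Measured by: FRET fluorescence in CFP and YFP emission channels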
# PfGluPho inh – PfG6PD (Plasmodium falciparum) enzyme inhibition. AID 504690. 350,000 compounds, 0.78% hits. PfGluPho enzyme, NADPH resazurin-diaphorase fluorescence. inhibition, % at 20 µM;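 active = inhibition reaching at least a set limit at 20 µM in the primary screen, cut at about 59% in these data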;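 also: 0% = DMSO wells with substrate and 100% = DMSO wells lacking glucose-6-phosphate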
# SENP8 block-2 – inhibitors of human SENP8 protease | Q96LD8 | purified SENP8, Z-RLRGG-aminoluciferin cleavage, luminescence | inhibition, % at 10 µM | 330,000 compounds, 1.2% hits | AID 2540; in the data active = inhibition above about 50%
# SENP6 inh – inhibitors of human SENP6 protease; Q9GZR1; Recombinant SENP6 catalytic domain, aminoluciferin luminescence; inhibition, % at 10 µM; 330,000 compounds, 1.8% hits;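 active = inhibition above about 50% at the single tested dose, limit read from the data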;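 also: plate controls were DMSO wells with enzyme for no effect and DMSO wells lacking enzyme for full effect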
# Target sequence (Q9GZR1 628-1112 limits assumed): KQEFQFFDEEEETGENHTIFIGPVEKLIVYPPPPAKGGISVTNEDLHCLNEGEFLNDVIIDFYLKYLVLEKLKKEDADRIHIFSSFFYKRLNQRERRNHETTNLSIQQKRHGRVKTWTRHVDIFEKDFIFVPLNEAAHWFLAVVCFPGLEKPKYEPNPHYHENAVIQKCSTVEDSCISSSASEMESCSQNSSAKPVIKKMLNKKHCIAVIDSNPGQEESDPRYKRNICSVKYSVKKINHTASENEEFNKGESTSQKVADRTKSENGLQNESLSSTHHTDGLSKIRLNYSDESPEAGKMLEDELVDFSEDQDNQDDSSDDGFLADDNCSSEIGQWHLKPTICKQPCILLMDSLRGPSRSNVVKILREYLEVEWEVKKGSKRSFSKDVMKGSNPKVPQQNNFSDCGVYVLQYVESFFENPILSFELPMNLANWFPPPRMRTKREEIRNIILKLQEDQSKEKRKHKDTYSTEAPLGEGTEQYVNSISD
# SENP7 block – SENP7 protease inhibition | Q9BQF6 | 330,000 compounds, 1.5% hits | inhibition, % at 5 µM | recombinant SENP7, Z-RLRGG-aminoluciferin luminescence, 40 min;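 active = inhibition above about 50% at the single test dose, limit read from the data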;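 also: plate controls were DMSO with enzyme for no effect and no enzyme buffer wells for full effect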
# HKDC1 inh – HKDC1 (human) hexokinase inhibition | Q2TB90 | recombinant HKDC1, G6PDH/diaphorase resazurin coupled fluorescence | inhibition, % at 20 µM | 340,000 compounds, 0.16% hits;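 active = inhibition above about 35% when tested at 20 µM, limit read from the data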;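 also: plate controls were DMSO wells with enzyme for no effect and DMSO wells lacking enzyme for full effect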
#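 Test system: recombinant HKDC1 (HK5) hexokinase enzyme, produced in-house / Doses: 20 µM test compound, 1% DMSO / Timing: 90 min, room temperature / Detection: G6PDH/diaphorase-coupled fluorescence, 1 mM NADP, 100 µM resazurin, 525/613 nm / Control set: DMSO wells with and without enzyme mix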
# UBC13 polyUb – human UBC13 polyubiquitination inhibition; UBC13 polyubiquitin chain formation, TR-FRET; inhibition, % at 20 µM; 330,000 compounds, 0.47% hits; AID 485273; in the data active = inhibition above about 45%, passing the limit was not always enough; inconclusive = no clear call, values can overlap the other calls
# Target sequence (P61088 whole entry, looked up): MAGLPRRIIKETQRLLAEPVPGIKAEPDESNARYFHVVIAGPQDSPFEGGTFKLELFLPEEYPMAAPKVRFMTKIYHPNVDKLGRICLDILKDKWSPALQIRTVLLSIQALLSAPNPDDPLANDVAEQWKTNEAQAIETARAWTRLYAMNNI
# * marks the source's active call; other numbers are inactive results; ? = inconclusive; . = not tested or not shown.
SMILES,MIN6 prolif,SENP8 block-1,SENP1 FRET inh,PfGluPho inh,SENP8 block-2,SENP6 inh,SENP7 block,HKDC1 inh,UBC13 polyUb
CN(CCO)S(=O)(=O)c1ccc2c(c1)C(=NN)c1cc(S(=O)(=O)N(C)CCO)ccc1-2,1.9,32.2,2.3,-10.2,10.9,-6.3,2.5,7.4,-23.3
O=C(Nc1ccc(F)cc1)C1CCN(S(=O)(=O)c2cccs2)CC1,-3.0,10.2,-2.1,23.0,3.3,7.8,11.0,-11.4,1.0
COC(=O)c1sc(N2C(=O)C(O)=C(C(=O)c3ccc(C)o3)C2c2cc(OC)ccc2OC)nc1C (stereo not given),2.9,-66.4,-58.5,.,4.8,22.4,-2.6,.,-15.5
CCOc1cc(-c2nc3ccccn3c2NCC2CCCO2)ccc1O (stereo not given),0.6,-320.1,-4.9,20.4,-8.1,-22.7,-5.2,4.7,-1.7
C[C@@H]1NS(=O)(=O)[C@H]2C[C@@H]3C=C[C@]2(O3)[C@H]1OC(=O)c1ccccc1Br,-0.8,14.7,0.0,3.6,-2.4,-5.8,-16.4,-3.1,-23.4
COc1ccc(-n2c(SCC(=O)Nc3ccccc3)nc3c(c2=O)SCC3)cc1,-0.9,17.3,-2.4,-10.1,-5.8,-6.8,-2.5,4.0,3.0
Cc1nn(CCOc2cccc(Br)c2)c(C)c1[N+](=O)[O-],1.2,22.1,0.1,12.4,-9.5,-14.3,-3.5,-4.0,-5.7
Cc1ccc(-c2nn(-c3cccc(F)c3)cc2CNCCc2ccncc2)o1,-4.2,-178.4,-30.7,12.1,6.5,10.8,4.7,2.7,6.0
COCCNC(=O)c1cc2oc3ccccc3c2n1C,-1.2,7.9,1.3,10.9,-7.8,-23.2,-8.3,-0.1,-9.8
Cc1cccc2c(C(=O)Nn3cnnc3)cc(-c3ccccc3Cl)nc12,-2.3,-0.7,1.4,-12.3,0.9,-8.3,9.6,-5.0,-5.0
COc1ccc(S(=O)(=O)N2CCCOC2CNC(=O)C(=O)NCc2ccncc2)cc1 (stereo not given),3.4,3.0,0.0,-6.2,-6.4,-1.6,-7.8,-7.1,2.0
Cc1cc(C)nc(NS(=O)(=O)c2ccc(NC(=O)C3CC(=O)N(c4ccccc4)C3)cc2)n1 (stereo not given),3.3,6.7,0.6,3.0,-6.4,6.5,6.4,-5.0,2.3
O=C(Nc1ccccc1SCC1CSc2nc3ccccc3c(=O)n21)c1ccccc1Cl (stereo not given),-2.2,17.3,0.8,-5.1,-1.0,-9.6,4.1,2.5,?
CC(=O)Nc1ccc(S(=O)(=O)C(C#N)c2nc3ccccc3nc2NCCN2CCOCC2)cc1 (stereo not given),3.6,-412.2,-29.6,-5.9,0.0,-2.2,5.1,0.8,1.5
CC(=O)Oc1ccc(N(C(C)=O)S(=O)(=O)c2cccs2)c2ccccc12,-6.3,-2.1,-4.8,26.5,-0.6,-7.7,-3.8,3.2,12.9
C=C1CCC(OC(C)=O)C2(C)CCC3C(C)C(=O)OC3C12O (stereo not given),1.6,17.7,-1.0,0.4,-5.5,-8.4,2.6,-3.4,6.7
CC(=O)NC(=S)Nc1sc2c(c1C(N)=O)CCC(C)C2 (stereo not given),-3.6,17.7,-2.2,7.7,21.6,14.0,12.9,-4.8,-5.1
CCN(CC)C(=O)c1sc(N)c(C(=O)OC(C)C)c1C,-2.2,21.4,1.6,20.9,-4.7,-13.9,-3.9,-4.0,-11.1
C1CCC(c2nn3c(-c4n[nH]c5c4CCC5)nnc3s2)CC1,-1.2,23.5,4.8,-8.6,-8.7,-4.3,-1.4,-0.7,-4.6
S=c1nc(SCc2ccccc2)[nH]c2ccccc12,-4.8,3.6,-2.7,-11.4,-0.4,14.2,-8.0,-8.0,?
COc1ccc(OC(=O)Nc2ccccc2)cc1,-1.2,9.5,1.9,6.8,83.1*,81.9*,-8.1,-7.2,1.5
COc1ccc(NC2=NC(=S)N(c3ccc(C)cc3)C23CCCCC3)cc1,-3.2,14.4,-1.2,-2.8,-4.5,16.2,5.2,-1.3,-2.1
CCCNC(=O)c1ccc(N2CCC3(CC2)CC(c2cccc(Br)c2)=NO3)c([N+](=O)[O-])c1,-5.5,16.9,2.0,-4.2,2.7,-6.3,-5.5,-2.8,-15.3
COc1ccc(C(=O)Nc2nnc(S(=O)(=O)N3CCC(C)CC3)s2)cc1OC,-1.1,-258.9,-3.6,-12.3,1.1,-15.0,10.0,-2.7,-3.7
CCOC(=O)N1CCN(CC(=O)c2ccc(O)c(C)c2O)CC1,-0.7,-0.4,2.4,8.8,-5.4,5.3,-0.1,-7.8,-4.0
SMILES,MIN6 prolif,SENP8 block-1,SENP1 FRET inh,PfGluPho inh,SENP8 block-2,SENP6 inh,SENP7 block,HKDC1 inh,UBC13 polyUb
CCOc1ccc(-c2[nH]ncc2-c2ccc(OC)c(OC)c2)c(O)c1,-1.9,-4.6,-0.2,-2.0,0.9,13.0,1.1,-4.4,13.2
CC(C)Oc1ccc(C(=O)N2CCCC2C(=O)O)cc1 (stereo not given),-0.8,15.6,0.8,-1.6,0.7,-12.7,-8.8,-8.9,-4.8
CCOC(=O)CSc1ccc(C(=O)N2CCN(C)CC2)cc1[N+](=O)[O-],0.2,7.7,0.8,13.4,4.3,-10.3,0.7,1.3,-2.7
Cc1ccc(-c2noc(CN(C(=O)c3cccc(Br)c3)C(C)C)n2)cc1,-6.2,7.8,2.0,1.6,-1.2,2.4,-4.3,4.3,1.3
CCOC(=O)C(C)Oc1c(Br)cc(C2NC(=O)NC(C)=C2C(C)=O)cc1OCC (stereo not given),-2.1,8.8,-1.9,-3.3,1.8,5.9,4.0,-0.1,-3.9
CCCn1c(=N)n(CC(O)COc2cccc(C)c2)c2ccccc21 (stereo not given),-4.4,21.2,1.7,-7.2,9.4,8.4,8.5,-6.5,3.7
CC(C(=O)N=c1sc2ccccc2n1C)N1C(=O)C2CC=CCC2C1=O (stereo not given),-2.7,9.7,-0.4,0.4,-3.2,-15.7,10.0,-2.6,12.8
CC(=O)Nc1c(O)nc(SCc2ccc(Cl)cc2)[nH]c1=O,0.0,4.8,4.7,-16.7,0.1,9.8,3.4,-7.0,8.3
CC(OC(=O)c1cccc(-n2cnnn2)c1)C(=O)Nc1ccc(F)c(F)c1F (stereo not given),.,-12.4,3.7,7.1,.,.,.,-9.0,.
CCCN(C(=O)c1ccccc1N)c1c(C)n(C)n(-c2ccccc2)c1=O,-0.2,-6.8,1.6,0.3,2.2,-3.6,-0.7,0.0,7.7
O=C(NCCN1C(=O)S/C(=C\c2ccc(Cl)cc2)C1=O)c1ccc(F)c(S(=O)(=O)N2CCOCC2)c1,-0.4,16.3,-12.2,6.8,-22.1,-18.2,-4.9,0.5,-5.2
O=C(CN1CCC(NC(=O)C2CC2)CC1)Nc1ccccc1[N+](=O)[O-],-2.6,11.7,0.2,16.8,4.0,-8.7,8.1,0.9,-0.9
CC(C)N1CCN(Cc2ccc3nsnc3c2)CC1CCO (stereo not given),-2.2,19.0,1.3,-9.6,-5.2,1.4,0.3,-3.7,8.2
O=c1c2c3c(sc2nc(NCCO)n1Cc1ccco1)CCCCC3,-3.1,-31.8,-0.4,17.2,-19.0,-3.7,-11.2,-8.8,5.8
COc1ccc(NC(=O)CSc2nc3c(c(=O)n2-c2ccc(C)cc2)SCC3)c(OC)c1,1.9,7.5,3.7,5.8,4.8,-5.8,6.9,-5.9,1.2
NS(=O)(=O)c1ccc(NC(=O)CSc2nnc(-c3cnccn3)n2-c2ccccc2)cc1,-1.4,7.4,1.0,-5.0,5.3,-16.4,3.4,-8.0,4.7
CC(=O)OC(C#CCN1CCOCC1)c1ccccc1 (stereo not given),-2.8,19.5,2.7,-9.1,1.0,2.0,2.1,-1.6,-2.6
COc1ccc(N2CC(C(=O)Nc3ccc([N+](=O)[O-])cc3Br)CC2=O)cc1 (stereo not given),2.6,11.3,1.8,-2.9,-3.4,12.1,-5.6,-5.1,-2.7
COc1ccc(CNC(=O)C(C)OC(=O)c2cccn2C)cc1 (stereo not given),1.2,17.7,0.3,-5.8,6.9,5.1,8.3,-5.9,5.3
Cc1ccc(/C=N/N=C2/NC(=O)CS2)o1,0.8,24.9,1.1,-13.6,-2.3,2.1,-1.7,1.6,-6.8
CCN1CCN(CCNC(=O)CSCc2nc(-c3ccc(OC)c(OC)c3)oc2C)CC1,0.4,3.3,-0.4,-1.5,4.5,-14.0,6.2,-4.9,0.0
Cc1ccccc1-c1cc(-c2ccccc2O)on1,-3.7,-0.6,1.4,11.6,81.4*,91.0*,96.6*,-6.2,6.1
CC1CCCC(C)N1CCCNC(=O)Cn1c(=O)c2cccn2c2cccnc21 (stereo not given),3.7,-34.5,-51.6,8.2,-12.6,-8.8,-6.2,-2.7,-1.5
O=C1CCC([N+](=O)[O-])C(c2cc3c(cc2Br)OCO3)N1 (stereo not given),-1.4,7.1,1.4,-20.1,-0.6,0.8,0.5,-4.4,-3.2
COc1ccc(NC(=O)c2ccc(OCC3CCCO3)cc2)cc1Cl (stereo not given),-1.9,-0.8,-0.6,10.6,38.1,55.5*,67.3*,-3.3,-2.2

# Sorted by molecular weight (lowest first): some entries from above.
SMILES,MIN6 prolif,SENP8 block-1,SENP1 FRET inh,PfGluPho inh,SENP8 block-2,SENP6 inh,SENP7 block,HKDC1 inh,UBC13 polyUb
COc1ccc(CNC(=O)C(C)OC(=O)c2cccn2C)cc1 (stereo not given),1.2,17.7,0.3,-5.8,6.9,5.1,8.3,-5.9,5.3
CC(=O)Nc1c(O)nc(SCc2ccc(Cl)cc2)[nH]c1=O,0.0,4.8,4.7,-16.7,0.1,9.8,3.4,-7.0,8.3
CCCn1c(=N)n(CC(O)COc2cccc(C)c2)c2ccccc21 (stereo not given),-4.4,21.2,1.7,-7.2,9.4,8.4,8.5,-6.5,3.7
O=C(CN1CCC(NC(=O)C2CC2)CC1)Nc1ccccc1[N+](=O)[O-],-2.6,11.7,0.2,16.8,4.0,-8.7,8.1,0.9,-0.9
COc1ccc(N2CC(C(=O)Nc3ccc([N+](=O)[O-])cc3Br)CC2=O)cc1 (stereo not given),2.6,11.3,1.8,-2.9,-3.4,12.1,-5.6,-5.1,-2.7
CCN1CCN(CCNC(=O)CSCc2nc(-c3ccc(OC)c(OC)c3)oc2C)CC1,0.4,3.3,-0.4,-1.5,4.5,-14.0,6.2,-4.9,0.0

# Additional structures.
SMILES,MIN6 prolif,SENP8 block-1,SENP1 FRET inh,PfGluPho inh,SENP8 block-2,SENP6 inh,SENP7 block,HKDC1 inh,UBC13 polyUb
O=C(Nc1nc2ccc(F)cc2s1)C1CCN(S(=O)(=O)c2cc([N+](=O)[O-])ccc2Cl)CC1,-5.5,5.8,-3.9,37.7,-3.6,5.3,0.9,10.4,-7.7
COc1ccc(-n2nc(C(=O)NCc3ccco3)c3c4ccccc4n(C)c3c2=O)cc1,1.1,-263.6,2.6,-4.0,1.5,-0.6,3.8,-6.3,39.2
C=CCn1cc(/C=N/Nc2nc3ccccc3[nH]2)c2ccccc21,0.0,-292.0,-2.7,41.8,-7.3,-4.9,1.8,-4.9,1.6
Cc1c(CCOC(=O)c2ccccc2)sc[n+]1CC(=O)c1ccc(Br)cc1,-3.6,12.7,-0.8,-6.1,-9.7,-23.7,-1.4,-6.0,14.2
Cc1nsc(Nc2ccccc2)c1C#N,1.4,1.7,-2.2,2.7,-5.7,-1.8,10.1,-3.2,-1.4
Cc1ccc2c(cnn2C(=O)CCCC(=O)NC(C)c2ccccc2)c1 (stereo not given),-0.3,7.2,-0.4,-6.0,-2.4,-16.6,0.5,1.4,8.5
